Compound activity: PubChem, National Center for Advancing Translational Sciences (NCATS)
TGFb inhibitor – inhibitors of TGF-b signaling; actives 1.2% (n = 410,000); Potency, µM (doses to about 46.1 µM), without a hit: at the highest dose activity, negative = inhibition, actives largely listed as inhibitors; HepG2 CAGA-GFP TGF-b/SMAD3 reporter, GFP fluorescence, 18 h; TGF-beta stimulated, 500 pg/mL final; AID 588855; further: potency means the concentration at half of the fitted maximal effect; on the % scale 0 is the no-effect control and ±100 the full control effect; nearly all actives have a fitted effect of over 65% in size
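Smad-responsive CAGA-GFP expression was quantified in HEPG2 cells exposed to compounds and 500 pg/mL final TGF-beta for 18 h at 37 degrees C; unstimulated wells defined full inhibition.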
MmCpn inh – blocks the Methanococcus maripaludis chaperonin Mm-Cpn. actives 0.031% (n = 330,000). Potency, µM (doses to about 76.9 µM), inactives show at the highest dose activity, negative = inhibition, most hits filed as inhibitors. purified Mm-Cpn ATPase, ADP Transcreener TR-FRET; further: potency means the concentration at half of the fitted maximal effect; on the % scale 0 is the no-effect control and ±100 the full control effect; nearly all actives have a fitted effect of over 80% in size
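Reaction buffer contained 30 mM Tris pH 7.4, 100 mM KCl, 5 mM MgCl2 and 1 mM DTT. Mm-CPN (25 nM final) hydrolysed 10 uM ATP over 30 min at 37°C; ADP was read by HTRF.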
A549 viability – A549 cytotoxicity, counter-screen for Nrf2 inhibitors. actives 0.16% (n = 390,000). Potency, µM (highest dose often 46 µM), without a hit: at the highest dose activity change, negative = cytotoxicity, usual class: inhibitors. A549 ARE-Fluc cells, CellTiter-Fluor viability, 18-24 h. AID 504648; further: potency means the concentration at half of the fitted maximal effect; on the % scale 0 is the no-effect control and ±100 the full control effect
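A549 ARE-Fluc cells in 5% FBS OPTI-MEM, 5000 cells/well, rested 2 h then exposed to compounds in concentration-response for 18-24 h at 37 °C. Viability by CellTiter-Fluor fluorescence (Ex 405/Em 525) after 30 min; luciferase luminescence (BugLite, 15 min, RT) read afterwards.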
Nrf2 activator – activates Nrf2 signaling. AID 624171. Potency, µM (series often up to 46.1 µM), without a hit: at the top dose activation, actives largely listed as activators. AREc32 ARE-luciferase reporter (MCF7-derived line), luminescence, 24 h. actives 0.31% (n = 410,000); further: potency means the concentration at half of the fitted maximal effect; % of control where 0% means no effect; nearly all actives have a fitted effect of over 65% in size
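Quantitative high-throughput format: AREc32 reporter cells, 1000 per well, received compound by pin transfer and were incubated 24 hr at 37 deg C, 5% CO2, before Steady-Glo luminescence detection.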
HepG2 viability – counter-screen for TGF-b inhibitors: cytotoxicity in HepG2 cells; HepG2 CAGA-GFP viability, ATP luminescence, 18 h; Potency, µM (highest dose often 46.1 µM), for inactives: at the top dose activity change, negative = cytotoxicity, most hits filed as cytotoxic; actives 0.76% (n = 410,000); further: potency means the concentration at half of the fitted maximal effect; some results filed as inactive show a strong effect at the top dose
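HepG2 CAGA-GFP cells (1000/well, DMEM with 1% FBS) received compound, then TGF-beta at 500 pg/mL final, and were incubated 18 hours at 37 degrees C. Viability was read by CellTiter-Glo luminescence. Media-only wells were set as complete cell-killing and DMSO as no toxicity.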
Akt phos inh – inhibitors of Akt phosphorylation. Neuro2A IGF-stimulated pAkt S473 HTRF, 20 min; hits give low values. actives 0.32% (n = 360,000). activity change, % for hits at 50 µM; in the data active means activity change below about -80%; inconclusive means mostly about -51% to -80%; further: on the % scale 0 is the no-effect control and ±100 the full control effect
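Single-point screen (50 µM final compound) in Neuro2A cells stimulated 20 min with 6 nM IGF at 37 deg C. After lysis, Ser473-phosphorylated Akt read by HTRF (ex 330 nm, em 615/665 nm) as the 665/615 ratio.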
Abeta yeast res – restores growth of yeast expressing A-beta42 peptide. yeast expressing A-beta42, growth rescue, OD600, 48 h; response scale: 0% DMSO, 100% iron-clioquinol control. actives 0.063% (n = 410,000). AID 1347071. Potency, µM (series often up to 46.1 µM), for inactives: at the highest dose growth rescue, hits mostly activators; further: potency means the concentration at half of the fitted maximal effect; nearly all actives have a fitted effect of over 55% in size
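Yeast A-beta toxicity model in growth medium with pinned compounds, 48 h at 30 C; growth read as absorbance at 600 nm. Normalized to FeCl3/clioquinol equimolar mix (positive) and DMSO (negative).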
CCT chaperon mod – changes cytosolic chaperonin activity; activity change, % (test concentration not listed), hits read low; actives 0.3% (n = 360,000); AID 651819; purified chaperonin ATPase assay, HTRF ADP detection, 30 min; in the data active means activity change below about -30%; further: on the % scale 0 is the no-effect control and ±100 the full control effect
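Nucleotide hydrolysis assay: TRiC at 20–40 nM final (set by batch activity) with 10 uM ATP, 30 min at 37 °C, in presence of 76 uM compound. Detection by competitive ADP HTRF, 30 min ambient.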
Nrf2 block – blocks Nrf2 signaling. A549 ARE-Fluc reporter, luciferase luminescence, 18-24 h. Potency, µM (top dose mostly 46 µM), for inactives: at the top dose activity change, negative = inhibition, actives largely listed as inhibitors. actives 2.1% (n = 360,000); further: potency means the concentration at half of the fitted maximal effect; on the % scale 0 is the no-effect control and ±100 the full control effect; nearly all actives have a fitted effect of over 60% in size
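In this cell-based qHTS, ARE-driven firefly luciferase in A549 cells reports Nrf2 activity; the luminescent signal after BugLite lysis is the measured value, with a prior CellTiter-Fluor read for cell health.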
Starred values were filed as active, the others as inactive; i = inactive; ? = inconclusive; · = not tested or not shown; & = joins results of further samples; [ ] = remark or other dose. Unless noted, the call rests on the fitted dose curve; in most records, active means well fitted curve in the direction sought with a large enough effect; inconclusive means small, poorly fitted or top-dose-only effect, or another doubt; inactive means no such curve, though single readings can be large; an effect the other way counts as inactive or inconclusive.

SMILES,TGFb inhibitor,MmCpn inh,A549 viability,Nrf2 activator,HepG2 viability,Akt phos inh,Abeta yeast res,CCT chaperon mod,Nrf2 block
C=CCn1c(=NC(=O)c2sc3ccccc3c2Cl)sc2cc(S(N)(=O)=O)ccc21,38%[activator],-14%,-11%,-0.8%,-43%,i,8%,-2.2,-29%
O=[N+]([O-])c1ccc(CSc2ccc(S(=O)(=O)N3CCCC3)cn2)cc1,?,-6%,2%,2.2%,4%,i,-2%,-0.7,?
CC(C)COc1ccc(C(=O)N(Cc2cccc(F)c2)C2CCS(=O)(=O)C2)cc1 (stereo not given),-3%,·,-1%,3.2%,-23%,·,2%,·,1%
COc1cccc(NS(=O)(=O)c2ccc3[nH]cc(C(=O)NCCc4ccc(C)cc4)c(=O)c3c2)c1,-2%,1%,11%,3.3%,-27%,·,-32%,·,·
C=CCN(c1ccccc1OC)S(=O)(=O)c1cccc(C(=O)OCC(=O)N2CC(C)OC(C)C2)c1 (stereo not given),-1%,-3%,9%,3.4%,4%,i,3%,1.6,-26%
Cc1ccc(CNC(=O)c2nc(-c3ccc(Cl)cc3)n3c2CCCCC3)cc1,?,·,-9%,5.7%,-25%,·,-4%,·,?
CN(C)/C=N/c1c(C#N)cnn1-c1ccc(C(F)(F)F)cn1,-2%,-1%,3%,0.3%,3%,i,-11%,0.7,6%
CCN1C/C(=C/c2cccc([N+](=O)[O-])c2)C(=O)/C(=C/c2cccc([N+](=O)[O-])c2)C1,?,-1%,-14%,13µM*,-53%,i,-36%[inhibitor],0.8,10%
O=C(O)c1ccccc1C(=O)Nc1ccc(S(=O)(=O)N2CCCC2)cc1,0%,-1%,0%,-0.5%,-36%,i,-15%,0.2,1%
CC(C)NC(=O)NC1C2CC3CC(C2)CC1C3 (stereo not given),-4%,-1%,0%,2.6%,6%,i,2%,-2.7,8%
Cc1cc(=O)oc2cc(OCC(=O)Nc3ccc(S(=O)(=O)N(C)C)cc3)ccc12,-6%,0%,1%,-0.3%,-1%,i,3%,-1.4,12%
Cc1nnc(SCC(=O)N2c3ccccc3CC2C)s1 (stereo not given),0%,1%,8%,-0.2%,-8%,i,-13%,0.7,13%
Cn1c(-c2ccc3ccccc3n2)[n+](C)c2ccccc21,?,0%,-21%,2.0%,1%,i,-3%,-4.5,?
CCCn1c(C)cc(C(=O)COC(=O)CN=C2NS(=O)(=O)c3ccccc32)c1C,?,-1%,-2%,-0.8%[9.22 µM],0%,i,18%,-1.0,-2%
Cc1cc(-c2nnnn2-c2cc(Cl)cc(Cl)c2)no1,2%,3%,0%,-0.7%,-10%,i,-2%,1.4,-4%
COc1ccc(CN2C(=O)C(CC(=O)NC3CCCC3)CC(C(=O)N(C)C)=C2C)cc1 (stereo not given),-1%,·,·,-0.5%,0%,i,7%,0.8,·
CC(=O)Nc1ccc(/C=C/c2nc3ccccc3o2)cc1,6%,-3%,-6%,-0.6%,-11%,i,-23%,-1.0,?
Cc1ccc(NC(=O)NNc2cccc(Cl)n2)cc1,10%,2%,8%,-0.4%,4%,i,0%,2.4,-14%
Cc1onc(-c2ccccc2)c1-c1ccnn1S(=O)(=O)c1ccc(Cl)cc1,?,-2%,1%,2.7%,4%,i,0%,2.1,-24%
O=C(/C=C/c1ccco1)NC(=S)Nc1ccccn1,-7%,-8%,1%,?,-15%,i,-29%,0.4,?
Cc1onc(-c2ccccc2)c1C(=O)NC(=S)NNC(=O)c1cc(-c2ccc(F)cc2)n[nH]1,-33%,-3%,-4%,0.7%,-61%,i,-18%,-0.6,?
CCc1nn(CC(=O)NCCCc2ccccc2)c(=O)c2cc3c(OC)cccc3n12,-5%&-28%,0%,1%&0%,0.2%&0.3%,-7%&-14%,·,-6%&-11%,-2.3,4%&7%
CN1CCn2cnc(C(=O)NCc3ccccc3)c2C1=O,-4%,·,·,0.0%,-5%,i,-12%,1.7,·
CCn1nnnc1SCC(=O)N(C)C1CCS(=O)(=O)C1 (stereo not given),-1%,0%,0%,0.0%,-8%,i,-9%,-13,-7%
CCOc1ccc(CCn2c3c(c(=O)[nH]c2=O)C(NC(=O)c2cccc(F)c2)(C(F)(F)F)C(=O)N3)cc1OCC (stereo not given),1%,·,7%,0.1%,-20%,·,-12%,·,3%
CNC(=S)N1CCC(NC(=O)C23CC4CC(CC(C4)C2)C3)CC1,1%,1%,0%,-0.4%,-5%,i,-12%,-1.4,-14%
COCCn1c(SCC(=O)Nc2cc(C(C)(C)C)nn2-c2ccccc2)nc2ccccc2c1=O,4%,0%,-14%,-0.6%,11%,i,-8%,-3.7,4%
COc1nccnc1NS(=O)(=O)c1ccc(N/C=C2\CCCCC2=O)cc1,-5%,-3%,0%,-0.2%[9.22 µM],0%,i,-13%,-0.3,2%
C=CC[C@@H](CC(=O)OC(C)(C)C)C(=O)OC[C@@H]1CCCN1C(=O)[C@H](CC=C)CC(=O)NCCO,-4%,1%,3%,-0.9%,-21%,i,-4%,1.5,-1%
O=C(Nc1noc2ccccc12)c1c(F)cccc1F,·,·,1%,?,-36%,·,-26%,·,?

SMILES,TGFb inhibitor,MmCpn inh,A549 viability,Nrf2 activator,HepG2 viability,Akt phos inh,Abeta yeast res,CCT chaperon mod,Nrf2 block
CCOc1ccc(S(=O)(=O)N2CCN=C2c2ccccc2)cc1,-11%,0%,?,0.2%,-17%,i,-16%,-1.5,-15%
COc1ccc(-c2cn(CCC(=O)NCc3ccc(C)cc3)c(-c3ccncc3)n2)cc1,7%,-3%,4%,2.3%,0%,i,-14%,-2.5,6%
O=S(=O)(c1ccccc1)N1CN(c2ccc(F)cc2F)c2nc3ccccc3nc21,-3%,0%,3%,4.5%,-2%,i,-6%,-1.2,-20%
Cc1ccc(/C=N/NC(=O)c2ccc(Br)o2)s1,-20%,3%,-2%,4.9%,-21%,i,-14%,-1.2,?
CN(C)CCCN1C(=O)c2oc3ccc(Cl)cc3c(=O)c2C1c1cccnc1 (stereo not given),3%,-6%,0%,2.4%,5%,i,7%,0.5,0%
Cc1ccccc1C(=O)Nc1ccnn1C1CCN(C(C)Cc2ccccc2F)CC1 (stereo not given),-4%,-6%,-7%,0.2%,-20%,i,-5%,-3.3,-9%
O=C(CNCc1ccccn1)Nc1ccc([N+](=O)[O-])cc1C(=O)Nc1ccccc1F,?,-1%,1%,3.7%,-13%,i,-2%,-2.7,-1%
N#CC1C=Cc2ccccc2N1C(=O)c1ccccc1 (stereo not given),1%,-10%,4%,-0.1%,1%,i,21%,-1.0,11%
O=C(Nn1c(-c2ccccc2)nc2ccccc2c1=O)c1cccs1,14%,2%,-5%,-0.1%,4%,i,8%,-1.2,0%
O=C(N/C=C/n1cnc2cc(C(F)(F)F)ccc21)c1ccccc1F,-10%,-2%,1%,2.3%,-1%,i,-13%,-0.1,-19%
Cc1sc2nc(CN3CCCC3)nc(NCc3ccncc3)c2c1C,4%,?,2%,-0.1%,1%,i,-9%,-2.3,29%
CC(=O)c1ccc(NC(=O)Nc2cccc(Cl)c2)cc1,-26%,1%,2%,0.0%,-48%,i,-25%,0.1,?
Cc1cccc(C)c1NC(=O)Nc1nc(CN(C)C)cs1,-20%,·,·,-1.1%,-17%,i,3%,-2.2,·
CN(CC(=O)Nc1ccc(OC(F)(F)F)cc1)C1CCCCC1,-4%,2%,?,2.3%,-8%,i,-8%,0.2,?
Cc1c(CCOC(=O)C23CC4CC(CC(C4)C2)C3)sc[n+]1CC#N,?,0%,-16%,8.4%,-167%,i,-29%,-0.3,?
C[C@@H]1CN([C@@H](C)CO)S(=O)(=O)c2ccc(Br)cc2O[C@@H]1CN(C)C(=O)C1CC1,0%,·,·,1.3%,-15%,i,3%,0.5,·
Cc1onc(-c2c(Cl)cccc2Cl)c1NC(=O)NNc1c(Cl)cncc1Cl,-30%,-1%,6%,-0.9%,-27%,i,-15%,1.7,8%
COc1ccc(C2=NN(CC(=O)NCC(OC)OC)C(=O)CC2)cc1,2%,0%,-5%,0.5%,9%,i,-2%,-1.4,0%
COc1cc(C(C#N)N2N=C(c3ccccc3)CC2c2ccccc2)ccc1O (stereo not given),30%,-1%,-6%,?,-5%,-113%*,-24%,-1.7,?
O=c1cc(Nc2ccc3c(c2)OCCO3)[nH]c(=O)n1-c1ccc(Br)cc1,?,1%,-2%,2.1%,-17%,i,7%,-3.4,5%

Sorted by SMILES length (rising): some entries from above
SMILES,TGFb inhibitor,MmCpn inh,A549 viability,Nrf2 activator,HepG2 viability,Akt phos inh,Abeta yeast res,CCT chaperon mod,Nrf2 block
CC(=O)c1ccc(NC(=O)Nc2cccc(Cl)c2)cc1,-26%,1%,2%,0.0%,-48%,i,-25%,0.1,?
Cc1ccccc1C(=O)Nc1ccnn1C1CCN(C(C)Cc2ccccc2F)CC1 (stereo not given),-4%,-6%,-7%,0.2%,-20%,i,-5%,-3.3,-9%
CN(C)CCCN1C(=O)c2oc3ccc(Cl)cc3c(=O)c2C1c1cccnc1 (stereo not given),3%,-6%,0%,2.4%,5%,i,7%,0.5,0%
